Growth percent in the NCI-60 one-dose screen (48 h, 10 µM unless noted): 100 = growth as untreated, 0 = no growth, -100 = all killed.
SK-MEL-28 = SK-MEL-28 melanoma. 81,000 tested, 4.1% active
MALME-3M = MALME-3M melanoma. 78,000 tested, 5.8% active. AID 1794766
T-47D = T-47D breast cancer; 79,000 tested, 5% active
SK-MEL-2 = SK-MEL-2 melanoma | 77,000 tested, 4.7% active | AID 1794763
SK-MEL-5 = SK-MEL-5 melanoma; 80,000 tested, 6.4% active; AID 1794755
UACC-257 = UACC-257 melanoma | 78,000 tested, 4.4% active
HS 578T = HS 578T breast cancer; 78,000 tested, 4.1% active; AID 1794788
LOX IMVI = LOX IMVI melanoma. 79,000 tested, 7.4% active. AID 1794757
* hit, by the source's call; / = no result given. The calls were made as follows: active = growth percent below 10; inactive = the rest.

SMILES	SK-MEL-28	MALME-3M	T-47D	SK-MEL-2	SK-MEL-5	UACC-257	HS 578T	LOX IMVI
CC(C)(C)c1cc(C(C)(C)c2ccccc2)cc(Cc2cc(C(C)(C)c3ccccc3)cc(C(C)(C)C)c2O)c1O	106	97	95	72	97	105	105	89
Cc1c2cc[nH]c(=O)c2c(C)c2c1[nH]c1ccc(OC(=O)c3ccccc3)cc12	25	20	10	24	-27*	11	19	14
COC(=O)c1cc(N=C2NC(=O)/C(=C/c3ccc(C(C)C)cc3)S2)ccc1O	104	106	89	95	88	96	96	86
CCCCCCCCCCCCCCCCCCOc1ccccn1	94	105	92	94	107	86	117	93
Cc1ccc(-c2nnc(SCc3nc(N)nc(Nc4ccccc4F)n3)n2-c2ccccc2)cc1	97	117	85	95	92	99	87	100
CC1(c2cc3cc(Br)ccc3oc2=O)NC(=O)c2c(/C=C/C(=O)OC3CC4CCC3(C)C4(C)C)cccc2N1 (stereo not given)	87	102	46	93	75	77	96	84
CC1(C)CC[C@]23CC[C@]4(C)[C@H](CC[C@@H]5[C@@]6(C)C/C(=C/c7ccco7)C(=O)C(C)(C)[C@@H]6CC[C@]54C)[C@H]2[C@H]1OC3=O	/	104	96	103	101	101	98	91
CC(C)C(=O)NNc1ccccc1	110	105	86	107	103	104	115	82
O=C1[C@H]2CCCC[C@H]2C(=O)N1OCc1ccccc1	112	98	91	101	109	109	113	107
Cc1cccc(-c2nc3c(N)nc(N)nc3nc2N)c1	109	95	85	89	81	52	90	62

Grouped by structure: the compounds so far containing sulfur (2)
SMILES	SK-MEL-28	MALME-3M	T-47D	SK-MEL-2	SK-MEL-5	UACC-257	HS 578T	LOX IMVI
COC(=O)c1cc(N=C2NC(=O)/C(=C/c3ccc(C(C)C)cc3)S2)ccc1O	104	106	89	95	88	96	96	86
Cc1ccc(-c2nnc(SCc3nc(N)nc(Nc4ccccc4F)n3)n2-c2ccccc2)cc1	97	117	85	95	92	99	87	100

More records follow:
SMILES	SK-MEL-28	MALME-3M	T-47D	SK-MEL-2	SK-MEL-5	UACC-257	HS 578T	LOX IMVI
CC1CCNC(c2ccccc2)C1 (stereo not given)	106	107	103	101	108	103	107	100
CCCCCCCCCCCCCCCCCC(=O)N(CCO)C(=O)C[n+]1ccccc1	110	101	98	108	99	100	101	91
Cc1ccc(-c2c3c(N)c4c(nc3nc3c2c(C)nn3-c2ccccc2)CCCC4)cc1	100	107	93	96	104	92	105	94
CCOC(=O)CNN	115	103	104	113	90	97	105	91
O=C(CC(=O)c1ccc([N+](=O)[O-])cc1)Nc1ccccc1C(=O)O	110	111	96	126	103	108	104	98
CC(=C(c1ccc(OCCN(C)C)cc1)c1ccc(OCCN(C)C)cc1)c1ccc(Cl)cc1	-83*	-80*	-54*	-59*	-96*	-70*	-32*	-93*
CCC(C)CCCCC(=O)NC(CCN)C(=O)NC(C(=O)NC(CCN)C(=O)NC1CCNC(=O)C(C(C)O)NC(=O)C(CCN)NC(=O)C(CCN)NC(=O)C(CC(C)C)NC(=O)C(Cc2ccccc2)NC(=O)C(CCN)NC1=O)C(C)O (stereo not given)	115	116	108	104	102	113	135	105
COc1ccc(Nc2nc(C)c(/C(C)=N\NC(=S)NC3CCCCC3)s2)cc1	84	96	55	96	68	87	89	69
C#Cc1nc(C2=C(C)C(OC(=O)CCC(=O)O)CC2)cs1 (stereo not given)	115	107	98	114	101	102	93	/
Cc1cc(NC(=S)SCc2ccc3c(c2)OCO3)ccc1Cl	102	88	77	98	98	93	83	90
CCCCOP(=O)(O)O	106	121	106	/	96	118	/	74
COC(=O)c1nc(-c2ccccc2)oc1S(=O)(=O)n1nc(C)cc1N	87	-37*	22	80	92	83	94	77
N#Cc1c(-c2ccc(Cl)cc2Cl)nc2c(-c3ccccc3)c(Nc3ccccc3)nn2c1N	84	87	48	74	86	85	89	/
Cc1ccccc1C1OC2=C(Nc3ccc([N+](=O)[O-])cc3N2)C1=O (stereo not given)	118	97	79	95	84	70	96	78
Fc1ccccc1NC(=S)c1ccccc1	99	95	102	108	102	104	101	104
CSC1CCCCC1O (stereo not given)	95	104	104	97	100	98	106	104
Cc1ccc(S(=O)(=O)n2cc(-c3csc(-c4cn(C)c5ncccc45)n3)c3ccccc32)cc1	59	69	24	/	39	71	86	51
CC1=CCCC(=O)O1	109	107	108	98	101	94	107	103
O=C1Nc2ccccc2/C1=C/C(=N/c1nnc(-c2ccccc2)s1)c1ccccc1	86	38	74	97	94	/	106	-86*
CCNC(=O)Oc1ccc(/C(=C(/CC)Cc2ccccc2)c2ccc(OCCN3CCOCC3)cc2)cc1	81	81	20	66	39	79	63	50

3 entries picked at random from the list so far, as already listed:
SMILES	SK-MEL-28	MALME-3M	T-47D	SK-MEL-2	SK-MEL-5	UACC-257	HS 578T	LOX IMVI
CCNC(=O)Oc1ccc(/C(=C(/CC)Cc2ccccc2)c2ccc(OCCN3CCOCC3)cc2)cc1	81	81	20	66	39	79	63	50
Cc1ccccc1C1OC2=C(Nc3ccc([N+](=O)[O-])cc3N2)C1=O (stereo not given)	118	97	79	95	84	70	96	78
CSC1CCCCC1O (stereo not given)	95	104	104	97	100	98	106	104

Following part.
SMILES	SK-MEL-28	MALME-3M	T-47D	SK-MEL-2	SK-MEL-5	UACC-257	HS 578T	LOX IMVI
CCCCOCCOC(=O)c1ccc(C)cc1	112	121	110	116	105	/	/	102
O=C(O)c1ccc(-n2cc(CNc3cc(F)c(F)c(F)c3)c(-c3ccc(F)cc3)n2)cc1	86	76	85	79	81	105	97	105
CCC(=O)N1C/C(=C/c2ccc(Cl)cc2)C(=O)/C(=C/c2ccc(Cl)cc2)C1	-74*	-66*	26	-21*	-64*	-40*	22	-86*
COc1cc(C#CC[C@@H]2C[C@]3(C)[C@H]4CC=C5[C@@H]6CC(C)(C)CC[C@]6(C(=O)O)CC[C@@]5(C)[C@]4(C)CC[C@H]3C(C)(C)[C@H]2O)cc(OC)c1OC	92	83	67	88	69	64	88	48
O=C1CN(/N=C\c2ccc([N+](=O)[O-])o2)C(=O)N1	113	105	93	81	110	113	110	96
COc1cc(-c2c(-c3ccccc3)c[nH]c2C(=O)NCCO)cc(OC)c1OC	107	97	99	107	96	99	98	99
NS(=O)(=O)c1ccc(NCCCCN2C(=O)c3ccccc3OC=C2c2ccccc2)cc1	103	110	94	102	/	94	84	95
Cn1c2c(c3ccccc31)CCN1C[C@@H]3CCCC[C@H]3C[C@@H]21	31	3.3*	33	-2.5*	-16*	55	-17*	16
O=C(CSc1nc(-c2ccccc2)[nH]c1S(=O)(=O)c1ccccc1)NCc1ccc(Cl)cc1	101	83	64	80	72	69	95	93
CC(=O)/C(C)=C\C1=C(C)CCCC1(C)C	110	95	/	105	108	107	117	103
CC1Cc2c(ncn3c(-c4ccc(Cl)cc4)nnc23)N(C)c2ccccc21 (stereo not given)	108	73	78	99	98	93	84	79
CC(=O)C(=Cc1ccccc1O)C(C)=O	111	121	91	102	131	103	102	100
COc1cc(C(=O)NNC2CCC(=O)N2)cc(OC)c1OC (stereo not given)	102	103	98	98	107	111	100	92
Cc1[nH]c(C(=O)Nc2ccccc2OC2CCNC2)c(Cl)c1Cl (stereo not given)	106	98	83	96	86	107	93	31
Nc1nc(N)c(N=Nc2ccc(S(=O)(=O)Nc3nccs3)cc2)c(=O)[nH]1	104	108	110	118	104	97	110	105
CCOC(=O)c1nc2c3ccccc3cnn2c1C(=O)c1ccc(-c2ccccc2)cc1	107	100	59	93	87	86	99	93
CN1N=C2c3cn(C)cc3CCC2C1=O (stereo not given)	118	114	94	107	115	119	/	96
Cc1ccc(C(=O)/C=C\c2cccc(C)c2)cc1	109	/	84	99	104	93	107	82
Clc1ccc2c(c1)C[C@H]1C[C@@H](c3cccs3)N2O1	110	96	97	113	100	105	/	93
O=C(O)COc1cccc(C(=O)/C=C/c2ccco2)c1	110	103	105	119	103	107	105	/

Four entries out of the list, arranged by SMILES length, rising:
SMILES	SK-MEL-28	MALME-3M	T-47D	SK-MEL-2	SK-MEL-5	UACC-257	HS 578T	LOX IMVI
Cc1ccc(C(=O)/C=C\c2cccc(C)c2)cc1	109	/	84	99	104	93	107	82
Cc1[nH]c(C(=O)Nc2ccccc2OC2CCNC2)c(Cl)c1Cl (stereo not given)	106	98	83	96	86	107	93	31
CC1Cc2c(ncn3c(-c4ccc(Cl)cc4)nnc23)N(C)c2ccccc21 (stereo not given)	108	73	78	99	98	93	84	79
CCOC(=O)c1nc2c3ccccc3cnn2c1C(=O)c1ccc(-c2ccccc2)cc1	107	100	59	93	87	86	99	93

Gathered by group: those above with a furan ring, fused or not (three)
SMILES	SK-MEL-28	MALME-3M	T-47D	SK-MEL-2	SK-MEL-5	UACC-257	HS 578T	LOX IMVI
CC1(C)CC[C@]23CC[C@]4(C)[C@H](CC[C@@H]5[C@@]6(C)C/C(=C/c7ccco7)C(=O)C(C)(C)[C@@H]6CC[C@]54C)[C@H]2[C@H]1OC3=O	/	104	96	103	101	101	98	91
O=C1CN(/N=C\c2ccc([N+](=O)[O-])o2)C(=O)N1	113	105	93	81	110	113	110	96
O=C(O)COc1cccc(C(=O)/C=C/c2ccco2)c1	110	103	105	119	103	107	105	/

Following part:
SMILES	SK-MEL-28	MALME-3M	T-47D	SK-MEL-2	SK-MEL-5	UACC-257	HS 578T	LOX IMVI
COC(=O)c1cc(Cl)cc(NC(C)=O)c1Cl	94	87	107	101	100	89	122	91
CC(=O)N1C(=O)CNC1=S	111	102	110	101	/	108	105	103
O=C(O)C#Cc1ccccc1[N+](=O)[O-]	106	111	125	99	102	104	99	102
COc1ccccc1N1CCN(C2=C(Cl)C(=O)C(C)=C(C)C2=O)CC1	111	94	61	105	94	97	93	93
NC(N)=Nc1nc(CSCC/C(N)=N\S(N)(=O)=O)cs1	101	101	104	112	87	98	98	98
CCOC(=O)C(=O)N(N)C1=NN=C2N=C(C)C=C(c3ccccc3)N2N1	111	106	119	116	101	106	109	79
Nc1nc(-c2c(Cl)cccc2Cl)nn1-c1nc2ccccc2s1	103	98	/	112	101	107	104	98
O=C1c2ccccc2-c2c1nc1ccccc1[n+]2[O-]	113	90	107	107	/	107	106	101
O=C(OCCNC1CCCCC1)c1ccc([N+](=O)[O-])cc1	109	107	99	108	101	91	/	103
CN1CCN(c2nc(-c3ccccn3)nc3sc4c(c23)CCCCCC4)CC1	105	100	75	/	/	/	94	95
C[C@H]1[C@H](C)CC[C@]2(C(=O)NCCCNCCCCNCCCN)CC[C@]3(C)C(=CC[C@@H]4[C@@]5(C)CCC(=O)C(C)(C)[C@@H]5CC[C@]43C)[C@H]12	106	98	102	111	101	105	94	101
COc1cc(NCCC2CCCCN2)c2ncccc2c1OC (stereo not given)	107	134	38	51	78	66	87	15
O=C1OC(c2ccc(-c3ccccc3)cc2)=C/C1=C/c1c(Cl)cccc1Cl	101	64	91	105	101	-34*	86	103
COc1ccc(C2=NOC(C(=O)N3CCC(O)CC3)C2)cc1OC1CCCC1 (stereo not given)	109	104	/	107	100	106	98	98
COC(=O)c1ccc(Nc2ccnc(-c3cncc4ccccc34)n2)cc1	97	89	91	105	93	100	89	91
Cc1noc2c(Cc3ccccc3)nn(CC(=O)N/N=C/c3ccc(Br)cc3)c(=O)c12	100	65	8.1*	106	85	101	31	46
COC(=O)c1ccc([N+](=O)[O-])cc1C(=O)OC	96	97	92	122	106	101	/	107
COc1cc2c(cc1OC)C(=O)CCC2	112	110	103	95	102	99	106	100
Clc1c(Cl)[n+](Cc2ccc3ccccc3c2)cn1Cc1ccc2ccccc2c1	16	-14*	-3.8*	-55*	-80*	-38*	53	-21*
O=C(OCc1ccc2c(Cl)cc(Cl)c(O)c2n1)n1cncn1	35	33	36	37	15	41	67	9.6*
CCS(=O)(=O)Oc1ccc(-c2cn3ccsc3n2)cc1	106	104	105	109	99	107	102	105
C=CCSSc1ncnc2c1ncn2C1OC(CO)C(O)C1O (stereo not given)	109	48	24	/	61	40	48	8.7*
